Source: PubChem (National Center for Advancing Translational Sciences (NCATS))
TrxR1 substrate – is turned over as a substrate by rat TrxR1; O89049; purified TrxR1 substrate turnover, NADPH consumption readout; Potency, µM (highest dose often 114 µM), inactives show at the highest dose activity change, negative = substrate turnover; 390,000 tested, 0.01% active; AID 588456; further: potency means the concentration at half of the fitted maximal effect; on the % scale 0 is the no-effect control and ±100 the full control effect; nearly all actives have a fitted effect of over 50% in size
Target sequence (O89049 whole entry, looked up): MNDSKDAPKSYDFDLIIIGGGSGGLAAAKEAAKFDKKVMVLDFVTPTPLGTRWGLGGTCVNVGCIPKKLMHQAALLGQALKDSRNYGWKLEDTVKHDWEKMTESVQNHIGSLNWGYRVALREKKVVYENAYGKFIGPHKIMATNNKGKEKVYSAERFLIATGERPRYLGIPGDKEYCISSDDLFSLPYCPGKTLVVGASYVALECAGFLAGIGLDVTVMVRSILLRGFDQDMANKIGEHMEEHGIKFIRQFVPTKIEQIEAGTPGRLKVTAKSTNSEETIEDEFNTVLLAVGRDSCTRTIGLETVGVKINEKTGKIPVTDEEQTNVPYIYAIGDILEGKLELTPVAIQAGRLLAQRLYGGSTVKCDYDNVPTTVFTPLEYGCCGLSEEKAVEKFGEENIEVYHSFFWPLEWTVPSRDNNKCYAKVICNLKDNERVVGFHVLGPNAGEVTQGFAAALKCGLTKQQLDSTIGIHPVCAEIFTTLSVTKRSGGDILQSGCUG
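Rat TrxR1, dispensed at 90 nM, was prereduced with 400 uM NADPH (final) for 5 min at ~22 deg C, then incubated with compound 15 min before 400 uM selenite. A first-read NADPH fluorescence drop versus no-compound background flagged substrates.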
PI4K2A inh – blocks human PI4K2A kinase activity; Q9BTU6; purified PI4K2A, ADP-Glo luminescence, 1 h; stronger effect = lower value; activity change, negative = inhibition, % at 76.9 µM; 420,000 tested, 0.13% active; AID 1346378; in the data active means activity change below about -50%; inconclusive means mostly about -30% to -49%;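 further: -100% = wells without enzyme as full effect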
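Compounds are screened against recombinant PI4K2A using PI as substrate and ATP, the latter dispensed at 300 microM. Reactions run one hour at ambient temperature before ADP-Glo detection; full inhibition defined by wells lacking enzyme.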
USP1-UAF1 inh – blocks the human USP1/UAF1 deubiquitinase complex; 390,000 tested, 0.23% active; recombinant USP1/UAF1, Ub-Rhodamine cleavage fluorescence; O94782; AID 743255; Potency, µM (top dose mostly 57.1 µM), for inactives: at the top dose activity change, negative = inhibition, hits mostly inhibitors; further: potency means the concentration at half of the fitted maximal effect; on the % scale 0 is the no-effect control and ±100 the full control effect; nearly all actives have a fitted effect of over 60% in size; inactives centre near -12
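1 nM enzyme complex + cpd, 15 min RT; start with Ub-Rho 150nM final; kinetic fluorescence ex 480/em 540, 6 reads q60 s. Buffer 50mM HEPES pH 7.8, 0.5mM EDTA, 0.1 mg/ml BSA, 1mM TCEP, 0.01% Tween-20.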
LDHA block – blocks human lactate dehydrogenase A; P00338; purified LDHA, NADH/diaphorase-resazurin fluorescence; stronger effect = lower value; activity change, % (values are at about 110 or 230 µM); 480,000 tested, 0.15% active; in the data active means activity change below about -30%; inconclusive means mostly about -25% to -30%;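 further: plate controls were DMSO wells for no effect and wells without enzyme for full effect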
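LDH5 2 nM; NADH 0.06 mM, pyruvate 0.2 mM; 200 mM Tris pH 7.4, EDTA, Tween-20; 5 min RT. Detection: diaphorase 0.133 mg/mL + resazurin 37 µM, fluorescence ex540/em590 at 0 and 20 min; normalized to enzyme-free and DMSO wells.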
mIDH1 inhibitor – human IDH1 R132H inhibition; O75874; IDH1-R132H enzyme, NADPH consumption, diaphorase/resazurin fluorescence; Potency, µM (series often up to 76.6 µM), inactives show top-dose activity change, negative = inhibition, actives largely listed as inhibitors; 390,000 tested, 0.093% active; further: potency means the concentration at half of the fitted maximal effect; on the % scale 0 is the no-effect control and ±100 the full control effect; nearly all actives have a fitted effect of over 65% in size
Target sequence (O75874 whole entry R132H, stated change not applied): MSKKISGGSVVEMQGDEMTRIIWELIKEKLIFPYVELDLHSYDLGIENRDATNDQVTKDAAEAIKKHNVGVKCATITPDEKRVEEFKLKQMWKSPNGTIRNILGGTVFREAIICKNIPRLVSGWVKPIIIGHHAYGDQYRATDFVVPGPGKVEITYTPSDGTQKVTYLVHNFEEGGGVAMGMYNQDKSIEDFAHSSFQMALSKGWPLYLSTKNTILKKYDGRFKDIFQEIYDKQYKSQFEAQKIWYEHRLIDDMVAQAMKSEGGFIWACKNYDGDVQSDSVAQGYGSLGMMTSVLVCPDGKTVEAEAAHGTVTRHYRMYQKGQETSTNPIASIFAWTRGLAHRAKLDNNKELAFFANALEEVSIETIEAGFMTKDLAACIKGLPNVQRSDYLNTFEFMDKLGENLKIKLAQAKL
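IDH1-R132H (0.5 ug/mL dispensed) in pH 7.5 Tris buffer was preincubated 30 min with compound, then given a substrate mix of 0.016 mM NADPH and 2 mM alpha-KG for 80 min at room temperature; remaining NADPH was read by diaphorase/resazurin fluorescence.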
Vif-A3F inh – blocks the Vif interaction with APOBEC3F; HeLa A3F-eYFP + Vif (tagged APOBEC3F with the HIV-1 protein that degrades it), YFP fluorescence increase; Potency, µM (titrated, usually from 46.1 µM), inactives show at the highest dose activity, negative = active; 390,000 tested, 0.2% active; further: potency means the concentration at half of the fitted maximal effect; % of control where 0% means no effect; nearly all actives have a fitted effect of over 65% in size
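HeLa cells stably expressing Vif plus C-terminally eYFP-tagged A3F were seeded, incubated overnight at 37 deg C, dosed with compound, incubated overnight again at 37 deg C. Yellow fluorescence (Ex 488/Em 500-530) reported blocked Vif-mediated A3F-eYFP degradation.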
RXFP1 ag – RXFP1 (human) receptor agonism; Q9HBX9; HEK293T-RXFP1 cAMP TR-FRET, 30 min; response scale: percent of porcine relaxin response, buffer zero; Potency, µM (series often up to 57.5 µM), without a hit: top-dose activation, actives largely listed as activators; 370,000 tested, 0.3% active; AID 2676; further: potency means the concentration at half of the fitted maximal effect; on the % scale 0 is the no-effect control and ±100 the full control effect; nearly all actives have a fitted effect of over 60% in size; many of its hits are not listed in these tables
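HEK293T cells stably expressing RXFP1 were pretreated with the PDE4 inhibitor Ro 20174, exposed to compounds for 30 min at 37C, lysed, and cAMP was read by TR-FRET. Data normalized to buffer (basal) and 29 nM porcine relaxin (100%).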
Glioma ERSR ind – induces the endoplasmic reticulum stress response in human glioma cells; U87-MG GRP78 promoter luciferase reporter, 16 h; Potency, µM, inactives show top-dose activation, hits mostly activators; 420,000 tested, 0.02% active; AID 602332; further: potency means the concentration at half of the fitted maximal effect; series mostly up to about 76 µM; % of control where 0% means no effect; nearly all actives have a fitted effect of over 35% in size
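Stably transfected U87-MG glioma cells carrying a GRP78-based luciferase sensor; 16 h compound incubation. Luminescence end-point read 10 min after Bright-Glo addition at room temperature.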
Vif-APOBEC3G blk – inhibitors of Vif-APOBEC3G interaction. Potency, µM (top dose mostly 46.1 µM), for inactives: at the top dose activity, negative = active, usual class: inhibitors. HeLa A3G-eYFP + Vif (tagged APOBEC3G with the HIV-1 protein that degrades it), YFP fluorescence, overnight. Q9HC16. 410,000 tested, 0.076% active;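 further: potency means the concentration at half of the fitted maximal effect; on the % scale 0 is the no-effect control and ±100 the full control effect; nearly all actives have a fitted effect of over 60% in size; hits raise eYFP signal because A3G escapes Vif-driven loss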
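Read-out is eYFP fluorescence (Ex 488/Em 500-530) from Vif-expressing HeLa A3G-eYFP cells; more signal means A3G escaped Vif-mediated degradation. Cells plated overnight, compound pinned in, incubated overnight at 37 deg C.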
* marks the source's active call; other numbers are inactive results; & = joins results of further samples; [ ] = remark or other dose. Unless noted, the call rests on the fitted dose curve; in most records, active means well fitted curve in the direction sought with a large enough effect; inconclusive means small, poorly fitted or top-dose-only effect, or another doubt; inactive means no such curve, though single readings can be large; an effect the other way counts as inactive or inconclusive. These rows are one share of the data; rates above refer to the full screens.

Screening Cc1c[nH]c2ccccc12 returned TrxR1 substrate -8%, PI4K2A inh 5&2, USP1-UAF1 inh 12%, LDHA block 0, mIDH1 inhibitor 17%, Vif-A3F inh 9%, RXFP1 ag 0.3%, Glioma ERSR ind -2%&-5% and Vif-APOBEC3G blk -3%.
Screening O=C(COC(=O)/C=C/c1ccc(F)cc1)Nc1ccc(S(=O)(=O)N2CCOCC2)cc1 returned TrxR1 substrate -18%, PI4K2A inh -3, USP1-UAF1 inh -7%, LDHA block -1, mIDH1 inhibitor -1%, Vif-A3F inh -15%, Glioma ERSR ind 1% and Vif-APOBEC3G blk -2%.
For COc1ccc(NC(=O)CN(C)Cc2c(F)cccc2Cl)cc1S(=O)(=O)N1CCCCC1 the results were TrxR1 substrate -7%[57.1 µM], PI4K2A inh 2, USP1-UAF1 inh -14%, LDHA block -9, mIDH1 inhibitor -1%, Vif-A3F inh -11%, RXFP1 ag 0.4%, Glioma ERSR ind 1% and Vif-APOBEC3G blk 0%.
`N#Cc1c(-c2ccncc2)cc(-c2ccc(F)cc2)nc1N` gave TrxR1 substrate 85%[activator][57.1 µM], PI4K2A inh 5, USP1-UAF1 inh 5%, LDHA block -2, mIDH1 inhibitor 1%, Vif-A3F inh 12%, RXFP1 ag -0.1%, Glioma ERSR ind -4% and Vif-APOBEC3G blk 0%.
Screening COc1ccc([C@H]2C(C(=O)O)=C[C@@H](CC3CCCC3)N2S(=O)(=O)c2ccc(C)cc2)cc1OC returned TrxR1 substrate 5%, PI4K2A inh 2, USP1-UAF1 inh -13%, LDHA block 1, mIDH1 inhibitor -7%, Vif-A3F inh 6%, Glioma ERSR ind -1% and Vif-APOBEC3G blk -3%.
`O=C(NC1(C(F)(F)F)NC(=O)N(Cc2cccnc2)C1=O)c1ccccc1` (centres undefined) gave TrxR1 substrate -2%, PI4K2A inh 1, USP1-UAF1 inh -19%, LDHA block -2, mIDH1 inhibitor 2%, Vif-A3F inh -1%, RXFP1 ag 1.1%, Glioma ERSR ind -3% and Vif-APOBEC3G blk 1%.
CCOc1ccc(C(=O)Nc2cccc(-c3ccc(N4CCOCC4)nn3)c2)cc1OCC was read as TrxR1 substrate 8%[57.1 µM], PI4K2A inh 1, USP1-UAF1 inh -19%, LDHA block -4, mIDH1 inhibitor -2%, Vif-A3F inh -15%, RXFP1 ag 2.7%, Glioma ERSR ind 1% and Vif-APOBEC3G blk -9%.
For CCCCCCCCC(NC(=O)c1ccc(C#N)cc1)C(=O)NCCC (centres undefined) the results were TrxR1 substrate -3%, PI4K2A inh -3, USP1-UAF1 inh -8%, LDHA block -5, mIDH1 inhibitor 21%, Vif-A3F inh 1%, RXFP1 ag -1.0%, Glioma ERSR ind 1% and Vif-APOBEC3G blk -1%.
Screening C/C(=N\OC(=O)c1ccc(C)cc1)c1c(C)nc2cc(C)ccn12 returned TrxR1 substrate 11%[57.1 µM], PI4K2A inh 8, USP1-UAF1 inh -8%, LDHA block 0, mIDH1 inhibitor 18%, Vif-A3F inh 14%, RXFP1 ag 3.1%, Glioma ERSR ind -6% and Vif-APOBEC3G blk -3%.
Screening Cc1ccnc(SCCn2c(N3CCN(c4ccccc4)CC3)nc3c2c(=O)[nH]c(=O)n3C)n1 returned TrxR1 substrate 3%[57.1 µM], PI4K2A inh -2, USP1-UAF1 inh -20%, LDHA block -2, mIDH1 inhibitor 2%, Vif-A3F inh -7%, RXFP1 ag 3.4%, Glioma ERSR ind -4% and Vif-APOBEC3G blk 0%.
`COc1ccccc1CNC(=O)C[n+]1ccccc1` gave TrxR1 substrate 6%[57.1 µM], PI4K2A inh -4, USP1-UAF1 inh -18%, LDHA block -5, mIDH1 inhibitor -1%, Vif-A3F inh -3%, RXFP1 ag 2.8%, Glioma ERSR ind -4% and Vif-APOBEC3G blk -3%.
Screening c1ccc(C2CSc3ccccc3N2)cc1 (centres undefined) returned TrxR1 substrate -1%[57.1 µM], PI4K2A inh -15, USP1-UAF1 inh -9%, LDHA block -2, mIDH1 inhibitor 0%, Vif-A3F inh -6%, RXFP1 ag 2.2%, Glioma ERSR ind 6% and Vif-APOBEC3G blk 0%.
`COc1ccccc1NC(=O)CCC(=O)OCc1ccc(Cl)cc1` gave TrxR1 substrate -3%, PI4K2A inh -1, USP1-UAF1 inh -14%, LDHA block -1, mIDH1 inhibitor 2%, Vif-A3F inh 1%, RXFP1 ag -0.2%, Glioma ERSR ind -5% and Vif-APOBEC3G blk 0%.
For Cc1oc2cc3oc(=O)c(CCC(=O)N4C[C@H]5C[C@@H](C4)c4cccc(=O)n4C5)c(C)c3cc2c1C the results were TrxR1 substrate -3%[57.1 µM], PI4K2A inh -1, USP1-UAF1 inh -14%, LDHA block 1, mIDH1 inhibitor 0%, Vif-A3F inh 5%, RXFP1 ag 6.2%, Glioma ERSR ind 4% and Vif-APOBEC3G blk -6%.
Screening CCc1ccc(CN(C)C(=O)c2ccc3c(c2)OCCO3)cc1 returned TrxR1 substrate 1%, PI4K2A inh -7, USP1-UAF1 inh -23%, LDHA block 1, mIDH1 inhibitor 0%, Vif-A3F inh 1%, RXFP1 ag 1.1%, Glioma ERSR ind 4% and Vif-APOBEC3G blk -1%.
Screening Cc1ccc(CSCCNC(=O)c2ccccc2)cc1 returned TrxR1 substrate -3%, PI4K2A inh -2, USP1-UAF1 inh -6%, LDHA block -8, mIDH1 inhibitor 2%, Vif-A3F inh -7%, RXFP1 ag 0.4%, Glioma ERSR ind 0% and Vif-APOBEC3G blk -1%.
For CCOc1ccc(/C=C/c2nc3ccccc3n2S(=O)(=O)c2ccc(Br)cc2)cc1 the results were TrxR1 substrate -17%, PI4K2A inh -13, USP1-UAF1 inh -10%, LDHA block -11, mIDH1 inhibitor -8%, Vif-A3F inh -9%, RXFP1 ag 0.5%, Glioma ERSR ind -5% and Vif-APOBEC3G blk 0%.
For Cc1cc(NC2CCCCC2)nc2ccccc12 the results were TrxR1 substrate 11%, PI4K2A inh -5, USP1-UAF1 inh -21%, LDHA block 2, mIDH1 inhibitor 8%, Vif-A3F inh 1%, RXFP1 ag 0.5%, Glioma ERSR ind -1% and Vif-APOBEC3G blk -5%.
COc1cccc(/C=N/N(C)C2=NS(=O)(=O)c3ccccc32)c1O was read as TrxR1 substrate 3%, PI4K2A inh -13, USP1-UAF1 inh -2%, LDHA block 0, mIDH1 inhibitor -3%, Vif-A3F inh 2%, RXFP1 ag 0.0%, Glioma ERSR ind -5% and Vif-APOBEC3G blk 0%.
COc1ccc(-c2ccc(=O)n(Cc3ccccc3)n2)cc1 was read as TrxR1 substrate 3%, PI4K2A inh -1, USP1-UAF1 inh -4%, LDHA block 0, mIDH1 inhibitor -8%, Vif-A3F inh 5%, RXFP1 ag -0.1%, Glioma ERSR ind -1% and Vif-APOBEC3G blk -6%.
CSc1nsc(/C=C/Nc2ccc(C)c(C)c2)c1C#N was read as TrxR1 substrate -6%, PI4K2A inh 3, USP1-UAF1 inh inconclusive, LDHA block 4, mIDH1 inhibitor 2%, Vif-A3F inh inconclusive, RXFP1 ag -2.2%, Glioma ERSR ind 3% and Vif-APOBEC3G blk -31%.
Screening O=C(NCC1COc2ccccc2O1)C1CCCN(S(=O)(=O)c2cccc3cccnc23)C1 (centres undefined) returned TrxR1 substrate -5%[57.1 µM], PI4K2A inh -3, USP1-UAF1 inh -6%, LDHA block -3, mIDH1 inhibitor -2%, Vif-A3F inh -6%, RXFP1 ag 2.1%, Glioma ERSR ind -4% and Vif-APOBEC3G blk 1%.
COc1ccc(O)c(/C=N\NC(=O)CCn2nnc3ccccc32)c1 was read as TrxR1 substrate 11%, PI4K2A inh 7, USP1-UAF1 inh -12%, LDHA block -1, mIDH1 inhibitor 4%, Vif-A3F inh 7%, RXFP1 ag 1.5%, Glioma ERSR ind -3% and Vif-APOBEC3G blk -2%.
CCN(CC)CCn1c(=S)[nH]c2cc(Cl)ccc2c1=O was read as TrxR1 substrate -4%, PI4K2A inh 2, USP1-UAF1 inh -7%, LDHA block 2, mIDH1 inhibitor 1%, Vif-A3F inh 1%, RXFP1 ag 0.9%, Glioma ERSR ind 1% and Vif-APOBEC3G blk -3%.
Screening CCC(C)NC(=O)Cn1nc([N+](=O)[O-])c(Cl)c1C (centres undefined) returned TrxR1 substrate -2%, PI4K2A inh 3, USP1-UAF1 inh 1%, LDHA block -1, mIDH1 inhibitor 1%, Vif-A3F inh 0%, RXFP1 ag 0.0%, Glioma ERSR ind -1% and Vif-APOBEC3G blk 1%.
For COc1ccc(S(=O)(=O)NCCc2nnc3ccc(SCC(=O)Nc4ccc(C(F)(F)F)cc4)nn23)cc1 the results were TrxR1 substrate -3%, PI4K2A inh -9, USP1-UAF1 inh -18%, LDHA block 6, mIDH1 inhibitor -18%, Vif-A3F inh -5%, RXFP1 ag 3.7%, Glioma ERSR ind -5% and Vif-APOBEC3G blk 2%.
`O=C(CSc1ccc2ccccc2c1)NCCCN1CCCC1=O` gave TrxR1 substrate 4%, PI4K2A inh -4, USP1-UAF1 inh -17%, LDHA block 0, mIDH1 inhibitor -1%, Vif-A3F inh -2%, RXFP1 ag 2.1%, Glioma ERSR ind -3% and Vif-APOBEC3G blk 1%.
